# Screening data from PubChem.
# HepG2 tox = counter-screen for TGF-b inhibitors: cytotoxicity in HepG2 cells; HepG2 CAGA-GFP viability, ATP luminescence, 18 h; Potency, µM (titrated, usually from 46.1 µM), for inactives: top-dose activity change, negative = cytotoxicity, usual class: cytotoxic; 0.76% of 410,000 active; AID 588856; also: some results filed as inactive show a strong effect at the top dose
#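 CellTiter-Glo luminescence gave cytotoxicity after 18 hours at 37 degrees C. The cells were HepG2 CAGA-GFP in 1% FBS DMEM, stimulated with 500 pg/mL TGF-beta after compound addition. %Activity was normalised to no-cell wells (complete cell-killing) and DMSO (no toxicity), and curves were fitted and classified.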
# S2 tox = reduces viability in counter-screen for ATXN expression inhibitors | Potency, µM (top dose mostly 56.7 µM), usual class: cytotoxic | AID 651635 | S2 cells (HEK-293 line with an ATXN2-luciferase reporter) viability, CellTiter-Fluor protease fluorescence, 24 h | 0.49% of 400,000 active; also: nearly all actives have a fitted effect of over 40% in size
# SW480 rerep = DNA re-replication induction in SW480 cells; SW480 DNA re-replication, Hoechst DNA content imaging, 48 h; Potency, µM (titrated, usually from 46.1 µM), without a hit: at the highest dose re-replication activation, actives largely listed as activators; 1.8% of 340,000 active; also: % of control where 0% means no effect; nearly all actives have a fitted effect of over 55% in size
#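 250 cells/well; 23 nL cpd via pin tool; 48 hr, 37 C, 5% CO2; Hoechst 40 min; imager read of total nuclear intensity, ex 405/em 500-530 nm.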
# MCF10A rerep = DNA re-replication induction in MCF 10a cells | AID 624296 | 2.9% of 350,000 active | Potency, µM (series often up to 46.1 µM), without a hit: at the top dose activity, positive = re-replication, usual class: activators | MCF 10A DNA re-replication, Hoechst nuclear intensity, 48 h; also: % of control where 0% means no effect; nearly all actives have a fitted effect of over 50% in size
# Starred values were filed as active, the others as inactive; i = inactive; ? = inconclusive; · = no result given; ! = a repeat was not active; [ ] = remark or other dose. Calls follow the shape of the dose curve; as a rule, active = well fitted curve in the direction sought with a large enough effect; inconclusive = small, poorly fitted or top-dose-only effect, or another doubt; inactive = no such curve, though single readings can be large; an effect the other way counts as inactive or inconclusive. Potency is read from the fitted curve at half-maximal effect. A portion of the library (hit frequency here may not be typical).
# Values in the order: SW480 rerep, MCF10A rerep, HepG2 tox, S2 tox
1) Cc1ccccc1CN1C(=O)CN=C(c2ccccc2)c2cc(Cl)ccc21
    ·, ·, -67%, ·
2) Cc1ccc(NC(=O)Cn2cc(C(=O)c3ccccc3)c3ccccc32)cc1
    ·, ·, -18%, ·
3) O=P1(Oc2ccccc2)CC(O)C(O)C(COCc2ccccc2)O1 (stereo unspecified)
    ·, ·, 2%, ·
4) O=C(Nc1ccon1)c1cccn(Cc2cccc(Cl)c2)c1=O
    ·, ·, -16%, ·
5) Cc1cccc(-n2c(/C=C/c3ccccc3O)nc3ccccc3c2=O)c1
    ·, ·, -22%, ·
6) O=C(COc1ccccc1[N+](=O)[O-])N1CCN(CCc2ccncc2)CC1
    ·, ·, 20%, ·
7) O=c1c2ccccc2nc(/C=C/c2ccccc2F)n1-c1cccc(O)c1
    ·, ·, -10%, ·
8) Cc1ccc(NC(=O)CN2C(=O)CN=C(c3ccccc3)c3ccccc32)cc1Cl
    ·, ·, -25%, ·
9) O=C(Nc1ccc(Cl)cc1C(=O)c1ccccc1)c1ccccc1Br
    ·, ·, -53%, ·
10) CN1C[C@@H](CO)C=C2c3cccc4[nH]cc(c34)CC21 (stereo partly specified)
    ·, ·, -6%, ·
11) C[C@H]1CC[C@@H]2[C@@H](C)[C@H]3C(CC4C5CC=C6CC(O[C@@H]7O[C@H](CO)C(O[C@@H]8O[C@@H](C)[C@H](O)[C@@H](O)[C@H]8O)[C@H](O)[C@H]7O[C@@H]7O[C@@H](C)[C@H](O)[C@@H](O)[C@H]7O)CC[C@]6(C)C5CC[C@@]43C)N2C1 (stereo partly specified)
    ·, ·, 20µM*, ·
12) Nc1c(C(=O)Nc2ccc(OC(F)(F)F)cc2)sc2nc3c(cc12)N1CCC3CC1
    ·, ·, -17%, ·
13) Cc1ccccc1-c1nc(CN2C(=O)CN=C(c3ccccc3)c3ccccc32)c(C)o1
    ·, ·, -59%, ·
14) CN[C@H]1C[C@@H](N)[C@H](O)[C@@H](O[C@@H]2O[C@H](CO)[C@H](O)[C@@H]3OC4(O[C@H]23)O[C@H](C(N)CO)[C@H](O)[C@H](O)[C@H]4O)[C@@H]1O (stereo partly specified)
    ·, ·, ·, i
15) CN1[C@H]2CC[C@@H]1[C@@H](C(=O)O)[C@@H](OC(=O)c1ccccc1)C2
    ·, ·, ·, i
16) O=C1CC[C@]2(O)[C@H]3Cc4ccc(O)c5c4[C@@]2(CCN3CC2CC2)[C@@H]1O5
    ·, ·, ·, i
17) CC(C)C[C@H]1C(=O)N2CCC[C@@H]2[C@@]2(O)O[C@](NC(=O)[C@@H]3C=C4c5cccc6[nH]cc(c56)C[C@@H]4N(C)C3)(C(C)C)C(=O)N12
    ·, ·, ·, i
18) CN1[C@H]2CC(=O)C[C@@H]1[C@@H](O)C2
    ·, ·, ·, i
19) CC(=O)[C@@H]1CC[C@@H]2[C@@H]3CCC4=CC(=O)CC[C@@]4(C)[C@H]3CC[C@]21C
    ·, ·, ·, i
20) O=C1C=C2C=C[C@H]3C[C@@]2(O1)[C@H]1CCCCN31
    ·, ·, ·, ?
21) CC(C)(C)NC[C@H](O)c1cc(Cl)c(N)c(Cl)c1
    ·, ·, ·, i
22) CNC[C@H](O)c1ccc(O)c(OC)c1
    ·, ·, ·, i
23) c1ccc2c(c1)OC[C@@H](C1=NCCN1)O2
    ·, ·, ·, ?
24) CCN(CC)C(=O)N[C@@H]1C[C@H]2c3cccc4[nH]cc(c34)C[C@@H]2N(C)C1
    ·, ·, ·, i
25) O=C1OC2(c3cc(Br)c(O)cc3Oc3c2cc(Br)c(O)[c]3[Hg])c2ccccc21 (stereo unspecified)
    ·, ·, ·, ?
26) CC(=O)O[C@H]1C[C@@H](O[C@@H]2[C@H](C)O[C@H](O[C@@H]3[C@H](C)O[C@H](O[C@@H]4CC[C@@]5(C)[C@@H](CC[C@]6(C)[C@]5(C)C[C@H](O)[C@]5(C)[C@@H](C7=CC(=O)OC7)CC[C@@]56O)C4)C[C@@H]3O)C[C@@H]2O)O[C@@H](C)[C@H]1O[C@H]1O[C@@H](CO)[C@@H](O)[C@@H](O)[C@@H]1O
    ·, ·, ·, ?
27) COC(=O)c1c(OCc2cccnc2)cc(=O)n2c1CCN(Cc1cc3c(cc1Cl)OCO3)CC2
    ·, ·, ·, ?
28) CCC(=O)O[C@](Cc1ccccc1)(c1ccccc1)[C@H](C)CN(C)C
    ·, ·, ·, ?
29) CN1CCc2cc3c(cc2[C@@H]1[C@@H]1OC(=O)c2c1ccc1c2OCO1)OCO3
    ·, ·, ·, i
30) CC(N)Cc1ccc2c(c1)OCO2 (stereo unspecified)
    ·, ·, ·, i
31) COc1cc(=O)n2c(c1C(=O)N(C)Cc1nonc1C)CCN(C(=O)C1C(C)(C)C1(C)C)CC2
    ·, ·, ·, i
32) COc1ccc(C(=O)OC2C[C@H]3CC[C@@H](C2)N3C)cc1OC (stereo partly specified)
    ·, ·, ·, i
33) C[C@@H](N)C(=O)c1ccccc1
    ·, ·, ·, i
34) CN1[C@@H]2CC[C@H]1CC(O)C2 (stereo partly specified)
    ·, ·, ·, i
35) CCCCCC(O)C1C(=O)OC(C)C(O)\C=C/C=C\C=C/C=C\C=C(\C)C(O)C(O)C(O)CC(O)CC(O)CC(O)CC(O)CC1O (stereo unspecified)
    -8%, 5%, ·, ·
36) O=C(O)c1ccccc1-c1c2cc(Br)c(=O)cc-2oc2[c]([Hg])c(O)c(Br)cc12
    -15%[20.6 µM], 0%[20.6 µM], ·, ·
37) C[C@]12CC[C@H](O)CC1=CCC1C2CC[C@]2(C)C(=O)CC[C@@H]12 (stereo partly specified)
    0%, 10%, ·, ·
38) Clc1ccc([C@H](Cn2ccnc2)OCc2csc3c(Cl)cccc23)c(Cl)c1
    0%[20.6 µM], 4%[20.6 µM], ·, ·
39) [O]=[Cr](=[O])([OH])[O][Cr](=[O])(=[O])[OH]
    ?, 12µM*!, ·, ·
40) c1ccc(C2(c3ccccc3)CC2C2=NCCN2)cc1 (stereo unspecified)
    1%, 5%, ·, ·
41) O=Cc1ccco1
    -1%, -1%, ·, ·
42) CNC(=O)OCC[N+](C)(C)C
    1%, 1%, ·, ·
43) C=C1CC[C@H](O)C/C1=C/C=C1\CCC[C@]2(C)[C@@H]([C@H](C)CCCC(C)C)CC[C@@H]12
    15%, 24µM*, ·, ·
44) CC(=O)OC1CN2CCC1CC2 (stereo unspecified)
    1%, -6%, ·, ·
45) O=C(OCCN1CCCCC1)C(O)(c1ccccc1)c1ccccc1
    -6%, 1%, ·, ·
46) CC(C)=CC1C(C(=O)OCc2coc(Cc3ccccc3)c2)C1(C)C (stereo unspecified)
    -1%, ?, ·, ·
47) CC(C)[C@@]1(NC(=O)[C@@H]2C=C3c4cccc5[nH]cc(c45)C[C@H]3N(C)C2)O[C@@]2(O)[C@@H]3CCCN3C(=O)[C@H](Cc3ccccc3)N2C1=O
    ?, 4%, ·, ·
48) C[C@]12CC[C@H]3[C@@H](CC[C@@]45O[C@@H]4C(=O)C(C#N)C[C@]35C)[C@@H]1CC[C@@H]2O (stereo partly specified)
    ?, ?, ·, ·
49) C=CCN1CC[C@]23c4c5ccc(O)c4O[C@H]2[C@@H](O)C=C[C@H]3[C@H]1C5
    -2%, 10%, ·, ·
50) C[C@H]1CN(C2CCC(C#N)(c3ccc(F)cc3)CC2)CC[C@@]1(C(=O)O)c1ccccc1 (stereo partly specified)
    -11%[20.6 µM], -1%[20.6 µM], ·, ·

# Complete entries, looked up by structure. Values in the order: SW480 rerep, MCF10A rerep, HepG2 tox, S2 tox
# Record of `CC(C)=CC1C(C(=O)OCc2coc(Cc3ccccc3)c2)C1(C)C` (stereo unspecified) → -1%, ?, ·, ·
# Record of `O=Cc1ccco1` → -1%, -1%, ·, ·

# Four entries from above, reformatted.
no.	molecule	SW480 rerep	MCF10A rerep	HepG2 tox	S2 tox
41	O=Cc1ccco1	-1%	-1%	·	·
44	CC(=O)OC1CN2CCC1CC2 (stereo unspecified)	1%	-6%	·	·
47	CC(C)[C@@]1(NC(=O)[C@@H]2C=C3c4cccc5[nH]cc(c45)C[C@H]3N(C)C2)O[C@@]2(O)[C@@H]3CCCN3C(=O)[C@H](Cc3ccccc3)N2C1=O	?	4%	·	·
43	C=C1CC[C@H](O)C/C1=C/C=C1\CCC[C@]2(C)[C@@H]([C@H](C)CCCC(C)C)CC[C@@H]12	15%	24µM*	·	·

# Other structures.
# Values in the order: SW480 rerep, MCF10A rerep, HepG2 tox, S2 tox
51) NCC(O)c1cccc(O)c1 (stereo unspecified)
    -4%, -3%, ·, ·
52) NC(Cc1ccc(Oc2cc(I)c(O)c(I)c2)c(I)c1)C(=O)O (stereo unspecified)
    4%, 7%, ·, ·
53) CN(C)[C@@H](Cc1ccccc1)c1ccccc1
    1%, 10%, ·, ·
54) C[C@]12CC[C@H](OS(=O)(=O)O)CC1=CCC1C2CC[C@]2(C)C(=O)CC[C@@H]12 (stereo partly specified)
    -1%, -3%, ·, ·
55) CC(=O)OCC(=O)[C@@H]1CC[C@H]2[C@H]3CC[C@H]4C[C@@H](O)CC[C@]4(C)[C@@H]3C(=O)C[C@@]12C
    -1%[20.6 µM], 2%[20.6 µM], ·, ·
56) CN[C@@H](C)[C@H]1CC[C@@H](N)[C@@H](O[C@@H]2[C@@H](O)[C@@H](O[C@H]3OC[C@@](C)(O)[C@@H](NC)[C@@H]3O)[C@H](N)C[C@@H]2N)O1 (tested in a mixture with another compound)
    -1%[20.6 µM], -8%[20.6 µM], ·, ·
57) C[C@@H](N)[C@@H](O)c1ccc(O)c(O)c1
    10%, -1%, ·, ·
58) O=C(Nc1cccc(Cl)c1)c1c(O)c2c(n(Cc3ccccc3)c1=O)CCCC2
    -8%, -42%[inhibitor], ·, ·
59) O=CC=O
    -9%, 2%, ·, ·
60) C[N+]1([O-])[C@H]2CC[C@H]1CC(OC(=O)[C@@H](CO)c1ccccc1)C2 (stereo partly specified)
    0%, 6%, ·, ·

# Two records picked at random from those above:
# Values in the order: SW480 rerep, MCF10A rerep, HepG2 tox, S2 tox
59) O=CC=O
    -9%, 2%, ·, ·
60) C[N+]1([O-])[C@H]2CC[C@H]1CC(OC(=O)[C@@H](CO)c1ccccc1)C2 (stereo partly specified)
    0%, 6%, ·, ·

# The results go on.
# Values in the order: SW480 rerep, MCF10A rerep, HepG2 tox, S2 tox
61) CC(=O)Oc1ccc2c3c1OC1[C@@H](OC(C)=O)C=C[C@H]4[C@H](C2)N(C)CC[C@]314 (stereo partly specified)
    -2%, 3%, ·, ·
62) Cc1cccc([C@H](C)c2cnc[nH]2)c1C
    1%, -1%, ·, ·
63) C[C@H]1CC[C@@H]2[C@@H](C)[C@H]3[C@H](C[C@H]4[C@@H]5CC=C6CC(O[C@@H]7O[C@H](CO)[C@H](O)[C@H](O[C@@H]8O[C@H](CO)[C@@H](O)[C@H](O)[C@H]8O)[C@H]7O[C@H]7O[C@@H](C)[C@H](O)[C@@H](O)[C@H]7O)CC[C@]6(C)[C@H]5CC[C@]34C)N2C1 (stereo partly specified)
    ?, 8%, ·, ·
64) Clc1ccc([C@@H](OCCN2CCCCC2)c2ccccc2)cc1
    4%[20.6 µM], 11%[20.6 µM], ·, ·
65) CC[N+](C)(CC)CCOC(=O)C(O)(c1ccccc1)c1ccccc1
    0%, 4%, ·, ·
